Compound activity: PubChem BioAssay, several laboratories
MC4R barr agon: human MC4R agonism via beta-arrestin; activation, % at 8.9 µM; U2OS MC4R beta-arrestin complementation, luminescence; percent of melanotan II response, DMSO zero; P32245; 0.98% of 360,000 active; AID 540308;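 active means activation above a per-plate cutoff, the mean activation of sample wells on that plate plus 3 SD, cut at about 8% in these data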
COUP-TFII inh: inhibitors of human COUP-TFII (NR2F2); inhibition, % at 8.6 µM; 0.7% of 370,000 active; HEK293T NGFI-A luciferase reporter, luminescence; P24468;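 active means inhibition above a per-plate cutoff, mean inhibition of test wells between control levels plus 3 SD, cut at about 38% in these data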;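 further: cells cotransfected with COUP-TFII expression vector driving the NGFI-A reporter; 0% = median of COUP-TF2 test wells and 100% = reporter-only cells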
ABHD5-PLIN5 inh: inhibitors of human ABHD5-perilipin-5 interaction; Split G. princeps luciferase complementation, luminescence, 4 h; inhibition, % at 4 µM; 0.78% of 360,000 active; AID 602281;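 active means inhibition above the mean inhibition across every tested compound plus 3 SD, cut at about 22% in these data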;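 further: 0% = DMSO only wells and the 100% control is not disclosed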
NR5A2 inv ag: suppresses constitutive activity of human LRH-1; inhibition, % at 3.6 µM; HEK293T StAR-luciferase reporter, LRH-1 transfected, 24 h; O00482; 0.13% of 360,000 active;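 active means inhibition above the mean inhibition of all tested compounds plus 3 SD, cut at about 73% in these data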;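 further: 0% = DMSO wells and 100% = reporter-only cells lacking LRH-1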
TLR9-MyD88 block: inhibitors of human TLR9-MyD88 binding; Q9NR96+Q99836; CHO BLA complementation TLR9-MyD88, CCF4 FRET ratio; inhibition, % at 4.98 µM; 0.21% of 340,000 active;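 active means inhibition above the mean over all tested compounds plus 3 SD, cut at about 21% in these data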;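 further: 0% = DMSO only wells and 100% = clavulanate BLA inhibitor control wells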
EBV LMP1 NFkB: reduces LMP1-driven NF-kappaB luciferase signal; AID 504558; inhibition, % at 12.5 µM; 0.69% of 350,000 active; LMP1-induced NF-kappaB luciferase reporter cells, luminescence; in the data active means inhibition above about 41%;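 further: 0% = neutral control wells and 100% = reference inhibitor control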
SRC2 inh: human SRC2 (NCOA2) inhibition; Q15596; HEK293 GAL4-SRC2 luciferase reporter, luminescence; inhibition, % at 9 µM; 0.17% of 370,000 active;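 active means inhibition above the mean inhibition of all tested compounds plus 3 SD, set per campaign, cut at about 52% in these data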;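 further: 0% = DMSO treated cells and 100% = cells given Gossypol at 36 µM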
SRC3 inh: inhibitors of human steroid receptor coactivator 3 (SRC3); 0.17% of 360,000 active; Q9Y6Q9; inhibition, % at 3.6 µM; AID 588352; HEK293 GAL4-SRC3 luciferase reporter, luminescence;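 active means inhibition above a per-campaign cutoff, the mean of all compounds plus 3 SD, cut at about 60% in these data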;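 further: 0% = DMSO-treated cells and 100% = gossypol-treated cells at 36 µM; higher means less SRC3-driven luciferase light from the GAL4 reporter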
NOD2-RIPK2 inh: inhibitors of human NOD2-RIPK2 interaction | CHO BLA complementation NOD2-RIPK2, CCF4 ratio | inhibition, % at 4.98 µM | 0.38% of 360,000 active | AID 624267; in the data active means inhibition above about 21%;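 further: 0% = vehicle only and 100% = reference blocker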
SRC1 inh: human NCOA1 inhibition; 0.12% of 360,000 active; HEK293 GAL4-SRC1 luciferase reporter, luminescence; Q15788; inhibition, % at 3.6 µM; AID 588354;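 active means inhibition above the campaign mean plus 3 SD, with each screening campaign given its own cutoff, cut at about 60% in these data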;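 further: 0% = DMSO treated cells and 100% = gossypol at 36 µM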
Target sequence (Q15788 whole entry, looked up, the tested form may be a part): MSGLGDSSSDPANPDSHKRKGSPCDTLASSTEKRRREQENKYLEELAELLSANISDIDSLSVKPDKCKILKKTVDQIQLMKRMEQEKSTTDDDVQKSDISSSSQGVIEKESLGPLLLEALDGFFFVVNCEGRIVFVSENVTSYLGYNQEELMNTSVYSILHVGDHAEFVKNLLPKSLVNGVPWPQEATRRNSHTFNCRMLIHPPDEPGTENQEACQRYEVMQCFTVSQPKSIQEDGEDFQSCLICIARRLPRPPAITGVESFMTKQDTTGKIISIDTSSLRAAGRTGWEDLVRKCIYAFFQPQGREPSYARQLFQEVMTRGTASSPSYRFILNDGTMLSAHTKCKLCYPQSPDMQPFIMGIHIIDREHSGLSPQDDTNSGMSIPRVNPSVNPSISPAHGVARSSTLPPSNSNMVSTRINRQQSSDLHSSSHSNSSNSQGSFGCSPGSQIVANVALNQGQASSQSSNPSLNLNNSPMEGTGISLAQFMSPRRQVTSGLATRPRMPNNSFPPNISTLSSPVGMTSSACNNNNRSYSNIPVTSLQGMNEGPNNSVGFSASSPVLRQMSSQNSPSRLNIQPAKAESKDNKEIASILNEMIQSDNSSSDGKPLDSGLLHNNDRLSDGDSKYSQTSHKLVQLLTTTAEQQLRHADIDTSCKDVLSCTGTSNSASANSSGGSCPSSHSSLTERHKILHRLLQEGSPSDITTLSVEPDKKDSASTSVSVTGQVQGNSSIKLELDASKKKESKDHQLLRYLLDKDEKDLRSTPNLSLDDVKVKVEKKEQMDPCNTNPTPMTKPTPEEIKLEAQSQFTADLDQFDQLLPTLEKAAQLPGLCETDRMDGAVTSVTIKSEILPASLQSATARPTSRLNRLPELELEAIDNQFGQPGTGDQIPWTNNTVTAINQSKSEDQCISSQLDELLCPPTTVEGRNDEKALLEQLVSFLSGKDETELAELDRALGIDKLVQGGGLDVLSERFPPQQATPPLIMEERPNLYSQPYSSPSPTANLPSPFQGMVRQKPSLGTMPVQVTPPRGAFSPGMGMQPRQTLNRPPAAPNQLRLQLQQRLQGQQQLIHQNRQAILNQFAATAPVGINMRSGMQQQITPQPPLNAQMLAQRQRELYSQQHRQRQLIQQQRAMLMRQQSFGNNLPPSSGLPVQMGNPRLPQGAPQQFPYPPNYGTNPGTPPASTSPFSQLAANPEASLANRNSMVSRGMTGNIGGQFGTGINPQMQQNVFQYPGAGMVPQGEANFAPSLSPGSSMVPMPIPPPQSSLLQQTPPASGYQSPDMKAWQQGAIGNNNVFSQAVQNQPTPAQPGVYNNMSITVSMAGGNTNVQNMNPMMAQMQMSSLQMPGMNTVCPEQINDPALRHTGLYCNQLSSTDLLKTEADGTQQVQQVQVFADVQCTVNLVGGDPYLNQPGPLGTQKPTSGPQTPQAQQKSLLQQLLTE
MC4R antagonist: antagonists of human melanocortin 4 receptor (MC4R) | 0.48% of 360,000 active | inhibition, % at 6.5 µM | P32245 | MC4R-expressing cells, MTII-stimulated cAMP, LANCE TR-FRET;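 active means inhibition above its plate's cutoff, the mean of tested wells on that plate plus 3 SD, cut at about 29% in these data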;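 further: 0% = Melanotan II alone and 100% = Melanotan II plus saturating MCL0020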
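System – human MC4R-expressing U2OS cells · Also added – Melanotan II · Dosing – one concentration, 6.5 µM nominal · Timing – 30-min compound, 1-h challenge, 1-h detection, room temperature · Measured by – Eu-cAMP/anti-cAMP TR-FRET, emission 671 nm · Replicates – singlicate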
Numbers without * were called inactive; · = not tested or not shown.

SMILES	MC4R barr agon	COUP-TFII inh	ABHD5-PLIN5 inh	NR5A2 inv ag	TLR9-MyD88 block	EBV LMP1 NFkB	SRC2 inh	SRC3 inh	NOD2-RIPK2 inh	SRC1 inh	MC4R antagonist
CS(=O)(=O)Nc1ccc(C(=O)Nc2ccccc2C(=O)NCc2ccco2)cc1	-2.5	1	-6	-6	-2	3	-19	1	2	-12	-6
CC12CCC(c3c1nc1ccccc1[n+]3[O-])C2(C)C (stereo unspecified)	-1.8	-8	1	-1	-5	-10	-4	-3	2	2	1
CCCc1cc(=O)[nH]c(SCC(=O)NC2CC2)n1	-0.3	2	-3	22	-2	-2	-6	-16	-5	4	-3
COc1ccc(CC(=O)Oc2ccc(Br)cc2F)cc1S(=O)(=O)N1CCOCC1	-2.0	-30	5	3	-3	-6	-2	-22	1	-2	17
COc1ccc(NC(=S)NC(=O)c2ccccc2)cn1	-1.7	-22	0	-64	-1	-34	-35	-55	-3	-103	7
CSCC[C@H](NC(=O)c1ccc2ccccc2c1)C(=O)N1CCC2(CC1)NCCc1[nH]cnc12	-0.7	-10	6	4	-5	1	-37	7	-3	4	-3
O=[N+]([O-])c1ccc(N2CCN(S(=O)(=O)c3ccccc3)CC2)cc1NCC1CCCO1 (stereo unspecified)	-1.4	-6	0	4	5	-11	-6	1	4	-7	1
C[C@H]1CN([C@@H](C)CO)C(=O)CCCn2nncc2CO[C@H]1CN(C)C(=O)C1CC1	-0.2	-10	3	16	-14	3	9	-24	5	3	3
COC(=O)c1nc(-c2ccccc2)oc1N(C)C	-2.8	-11	1	1	-1	4	-21	-1	-5	6	6
Cn1c(SCC(=O)NCc2cccs2)nnc1-c1ccc(S(=O)(=O)N2CCCC2)cc1	2.6	8	-4	22	3	-7	1	-25	-5	11	13
CN1C(=O)c2ccc(NC(=O)c3c(C(=O)O)cccc3[N+](=O)[O-])cc2C1=O	0.2	10	-2	32	12	2	15	4	6	4	7
CCN(CC(=O)NCc1ccc(F)cc1)Cc1nc2ccccc2c(=O)[nH]1	1.6	4	-1	3	-5	7	-23	-15	1	-1	0
Fc1cccc(-c2cc3nc4c(c(NCc5ccco5)n3n2)CCCC4)c1	-0.9	-35	10	-154	-14	-52	-36	-177	-5	-91	15
CCOC(=O)C1=C(c2ccccc2)NC(=S)NC1c1ccc(Cl)cc1 (stereo unspecified)	0.1	19	-1	7	6	-11	-25	6	-10	7	2
O=c1cc(CSc2nc3cc(Cl)ccc3o2)nc2sccn12	0.3	-3	1	23	-5	5	-2	2	8	6	15
CCc1nnc(NS(=O)(=O)c2ccc(NC(=O)c3ccc(C#N)cc3)cc2)s1	-1.0	20	8	-5	1	2	-24	-6	-3	-8	15
CCN1C(=O)[C@@H]2[C@@H](c3ccc(-c4ccc(C(C)=O)cc4)cc3)N3CCC[C@@]3(C(=O)OC)[C@@H]2C1=O	-0.2	-7	8	14	10	5	4	-11	-5	-18	6
CCn1nc(C)cc1C(=O)N1CCCC(Nc2ccc(F)c(F)c2)C1 (stereo unspecified)	-1.1	-5	-3	-19	1	2	1	3	0	2	4
O=C(CN1CCOCC1)Nc1ccc(Oc2ccccc2)cc1	-3.0	5	1	-9	7	6	-14	-27	1	-60	1
COc1cc(/C=N/Nc2ccc(Cl)c(C(=O)O)c2)ccc1OC(=O)c1ccccc1F	-0.1	-5	1	-52	-1	6	-6	-45	-16	-18	-7
COc1ccc(NC(=O)C(=O)N/N=C(\C)CC(=O)Nc2cc(C)ccn2)c(OC)c1	-2.1	17	-1	9	1	-2	-23	9	-3	9	6
COCCNC(=O)C(c1ccccc1F)N(C(=O)C(=O)NC1CCCC1)C1CCCCC1 (stereo unspecified)	-0.7	-4	1	1	5	-3	-6	8	-13	0	29*
CC12CCC(C(=O)N(c3ccc(Cl)cc3)C1=O)C2(C)C (stereo unspecified)	0.3	3	7	-25	-8	-3	-2	18	-6	3	8
CCOC(=O)c1sc2nc(C)cc(C)c2c1NC(=O)c1ccco1	-1.6	13	-1	26	3	3	-25	10	10	8	4
CCc1ccc(NC(=O)C(=O)N/N=C(\C)CC(=O)Nc2ccc(OC)cc2)cc1	1.4	-1	-2	-12	13	-1	18	-18	-8	-10	-7

Overlap with the part before: 3 compounds; new compounds follow.
SMILES	MC4R barr agon	COUP-TFII inh	ABHD5-PLIN5 inh	NR5A2 inv ag	TLR9-MyD88 block	EBV LMP1 NFkB	SRC2 inh	SRC3 inh	NOD2-RIPK2 inh	SRC1 inh	MC4R antagonist
CC12CCC(C(=O)N(c3ccc(Cl)cc3)C1=O)C2(C)C (stereo unspecified)	0.3	3	7	-25	-8	-3	-2	18	-6	3	8
CCOC(=O)c1sc2nc(C)cc(C)c2c1NC(=O)c1ccco1	-1.6	13	-1	26	3	3	-25	10	10	8	4
CCc1ccc(NC(=O)C(=O)N/N=C(\C)CC(=O)Nc2ccc(OC)cc2)cc1	1.4	-1	-2	-12	13	-1	18	-18	-8	-10	-7
Cc1n[nH]c(=O)nc1NCc1ccccc1Cl	-3.1	6	-4	20	2	3	-6	3	-2	6	2
CC(=O)C(Sc1ccc2nnc(-c3ccc(F)cc3)n2n1)C(C)=O	-1.5	21	-1	21	4	5	25	21	-11	9	6
Cc1ccccc1C(=O)c1cccn1CC(=O)NCC1CCCO1 (stereo unspecified)	-1.4	-1	-3	17	4	4	3	-5	3	-10	9
Cc1cc(=O)n2nc(N3CCC(C(=O)Nc4c(F)c(F)c(F)c(F)c4F)CC3)sc2n1	-0.7	3	-10	-5	2	5	-14	8	1	-15	3
COc1ccccc1N1CCN(CC(=O)NCCc2ccc(S(N)(=O)=O)cc2)CC1	-1.0	-3	-5	17	-7	2	14	-2	-2	2	1
CC1=CC=CC2=NC(=O)CC(C)(C(=O)N(CC(=O)NC3CCCC3)c3ccccc3C)N12 (stereo unspecified)	-0.3	-1	3	-8	-10	-1	-13	5	6	-21	6
Cc1ccc(S(=O)(=O)N2CCN(Cc3nc4sc(C)c(C)c4c(=O)[nH]3)CC2)cc1	-1.9	-12	3	-12	6	-20	2	14	0	-3	13
CCOC(=O)c1c(-c2ccccc2)csc1NC(=O)/C(C#N)=C\c1ccc(O)c(OC)c1	-2.1	-5	-8	10	7	-11	14	4	1	3	26
Cc1cc(C)nc(SCCN2CCCCC2)n1	0.6	8	-7	13	-3	6	-23	12	6	13	3
CN1C(=O)/C(=C\c2ccc(OC(=O)c3ccco3)cc2)SC1=S	0.0	-13	-7	-14	4	-3	-4	-7	-7	-21	3
COc1ccc(C(=O)N/N=C/c2ccccn2)cc1	-0.1	-57	5	-103	4	10	-40	-77	-11	-86	-5
Cc1c(Cl)cccc1NC(=S)N1CCN(c2ccc([N+](=O)[O-])cn2)CC1	-0.6	-9	-5	-3	4	9	-12	4	6	-2	19
Cc1c(N=C(N)/N=C(\N)Nc2ccccc2)c(=O)n(-c2ccccc2)n1C	0.3	7	5	-19	-2	-2	-8	-6	-1	-9	1
S=C(Nc1ccc(Nc2ccccc2)cc1)N1CCN(c2ncccn2)CC1	-1.2	4	4	13	8	-6	2	10	-14	5	-5
COc1ccccc1-c1cnc(C(O)c2ccc(CN3CCCCC3)cc2)[nH]1 (stereo unspecified)	1.0	-10	6	-22	·	·	-1	-12	-1	10	0
COc1ccc(Cc2nnc(SCC(=O)Nc3ccc(N4CCOCC4)cc3)n2C)cc1	2.0	-6	-3	38	1	2	-12	-26	-4	-17	-3
S=C(N/N=C/c1ccc2ncccc2c1)Nc1ccccc1	-3.0	-6	-6	-68	8	23	-25	-25	2	-36	4
NC(=O)C1(N2CCCCC2)CCN(C(=O)c2cccn3c(=O)c4cc(Cl)ccc4nc23)CC1	-1.4	-14	8	16	5	-6	10	22	20	-4	1
Cc1c(Cc2ccc3c(c2)OCO3)sc(NC(=O)c2ccc3ccccc3c2)c1C(N)=O	-1.1	0	5	-3	·	·	-21	-26	0	-21	-6
O=C(COC(=O)Cc1ccc(Br)cc1)NC1CCCC1	0.2	7	-9	-12	-4	7	17	14	-3	11	2
O=S(=O)(c1ccccc1C(F)(F)F)N1CCN(S(=O)(=O)c2ccccc2C(F)(F)F)CC1	0.0	0	-3	22	-10	14	-13	4	-1	-15	5
NS(=O)(=O)c1ccc(NC(=S)N2CCN(c3ccccc3)CC2)cc1	1.8	-8	-5	-6	-3	-3	6	17	-11	7	-1
O=C(Nc1nc(-c2ccccc2)cs1)c1ccc(S(=O)(=O)N2CCc3ccccc32)cc1	-0.1	51*	0	7	-2	-12	22	-6	-5	11	11
Cc1ccc(S(=O)(=O)N[C@@H](Cc2ccccc2)C(=O)N2CCC(C(=O)N[C@H](C(=O)O)C(C)O)CC2)cc1 (stereo partly specified)	-1.1	10	4	3	-3	-3	13	-1	1	-16	6
Cc1nn(C)c(Cl)c1/C=N/OC(=O)c1ccccc1	-4.5	18	-2	2	-8	1	-24	3	1	4	-4
SMILES	MC4R barr agon	COUP-TFII inh	ABHD5-PLIN5 inh	NR5A2 inv ag	TLR9-MyD88 block	EBV LMP1 NFkB	SRC2 inh	SRC3 inh	NOD2-RIPK2 inh	SRC1 inh	MC4R antagonist
Cn1c(COc2ccccc2)nnc1SCC(=O)c1cccc([N+](=O)[O-])c1	-1.7	3	3	20	-1	-4	-1	4	-5	-8	-1
C=CCNc1nc(N2CCOCC2)nc(N2CCOCC2)n1	1.1	19	4	-2	2	1	-26	9	4	5	11
COc1ccccc1CNC(=O)C1CC2Cn3c(nc4cc(Cl)c(Cl)cc43)C2N1C (stereo unspecified)	-2.2	-4	2	-4	-4	0	18	-7	-5	7	6
COc1ccc(CN(C)C(=O)c2cnc(C)cn2)c(OC)c1OC	-0.1	-5	5	18	-1	3	10	5	3	-11	6
CCCCC[C@@H](/C=C/C1C(=O)C=C[C@H]1C/C=C\CCCC(=O)O)OC(C)=O (stereo partly specified)	-1.1	7	4	3	-8	-3	-8	-27	3	-36	4
COc1ccc(-c2nsc3c(N4CCCCC4C)ncnc23)cc1 (stereo unspecified)	4.0	97*	-5	86*	-19	73*	82*	89*	3	89*	7
CC(C(=O)Nc1ccc(C#N)cc1)N(C)CC(=O)Nc1ccccc1Br (stereo unspecified)	-0.1	13	1	2	5	2	9	11	-3	1	9
CC(=O)O/N=C(\N)c1ccc(-c2csnn2)cc1	-1.6	-36	-5	-85	0	-15	-31	-53	-8	-36	0
O=C1CC(Sc2cccs2)C(=O)N1c1ccccc1 (stereo unspecified)	1.0	11	6	10	-10	-5	9	19	-9	-1	10
COc1ccc([N+](=O)[O-])cc1N(CC(=O)NCCSc1ccccc1)S(C)(=O)=O	0.1	6	0	17	-4	-3	-27	18	4	-20	7
Cc1ccc(Cl)cc1N1CCN(C(c2ccc(C#N)cc2)c2nnnn2C2CCCC2)CC1 (stereo unspecified)	-1.1	4	-3	23	-5	-6	-24	33	2	24	10

Only part of the results is shown. The share of hits here may be higher or lower than overall.
